Screening results deposited in PubChem BioAssay by National Center for Advancing Translational Sciences (NCATS).
Pf Dd2 growth: blocks in vitro growth of P. falciparum Dd2; P. falciparum Dd2 growth, SYBR Green, 72 h; Potency, µM (titrated, usually from 28.9 µM), for the others: at the top dose activity, negative = inhibition, usual class: inhibitors; 120,000 compounds, 4.3% hits; AID 1347417; active means well fitted inhibition curve with a large enough effect; inconclusive means small, poorly fitted or top-dose-only effect; inactive means no such curve, though single readings can be large or run the other way;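 further: plate controls were DMSO vehicle for no effect and reference drug for full effect; nearly all actives have a fitted effect of over 65% in size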
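Infected erythrocytes (Dd2, 0.3% parasitemia, 2.5% hematocrit final) are added to compound in RPMI-1640/Albumax II medium, grown 72 h at 37C in low oxygen, then lysed with saponin/Triton-X containing SYBR Green and read by fluorescence.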
An asterisk follows results filed as active; i = inactive; ? = inconclusive; [ ] = dose if it differs, or a comment. Potency means the concentration at half of the fitted maximal effect. An excerpt; rates above refer to the full screens.

Start of the listing, in advance:
SMILES	Pf Dd2 growth
O=C(CN1C(=O)NC2(CCOCC2)C1=O)Nc1cccc(Br)c1	i
COc1cccc(CNC(=O)c2nnn(CC(=O)Nc3cc(Cl)ccc3C)c2N)c1	i

The list itself, from the first entry:
SMILES	Pf Dd2 growth
O=C(CN1C(=O)NC2(CCOCC2)C1=O)Nc1cccc(Br)c1	i
COc1cccc(CNC(=O)c2nnn(CC(=O)Nc3cc(Cl)ccc3C)c2N)c1	i
OCC1CN(Cc2ccccc2)CC12CCN(Cc1ccccn1)CC2 (stereo not given)	?
Cc1ccc(OC2(C(=O)N3CCCC3c3nccs3)CCNCC2)cc1 (stereo not given)	i
Cc1ccccc1NS(=O)(=O)c1ccc2c(c1)NC(=O)CCS2	-8%
O=C(Cc1ccc(Cl)cc1)N1CC(c2nnc(-c3ccncc3)o2)C2(CCOCC2)C1 (stereo not given)	i
CCOC(=O)c1ccccc1NC(=O)Cn1ccn2nc(-c3ccc(OCC)cc3)cc2c1=O	47%
O=C(CCC(F)(F)F)N1CCC(CCC(=O)N2CCC(Cc3ccccc3)CC2)CC1	-26%
O=C(NCC1CC1)c1cccc(OC2CN(CC3CC=CCC3)C2)c1 (stereo not given)	?
COCCNC(=O)[C@@H]1C[C@@H](O)CN1C1CCN(C(=O)Cc2cccc(OC)c2)CC1	-4%
Cc1ccc(-c2nc(CNC(=O)C3CCNC3)[nH]c2-c2ccccn2)cc1 (stereo not given)	?
COc1ccccc1Nc1cc(C(=O)NC2CCC(C)CC2)c2ccccc2n1 (stereo not given)	17%
CCC(=O)N1CCc2c(sc3ncnc(N)c23)C1	?
CCN(Cc1ccccc1)C(=O)c1cc(-c2ccncc2)cn1Cc1ccc(C)cc1	?
COc1cn(CC(=O)Nc2ccc(F)cc2)c(CN2CCCCC2)cc1=O	96%[activator]
COCCCNC(=O)c1cc2c(-c3cccc(OC)c3)nn(C)c2s1	i
O=C(CN1C(=O)NC(c2ccc(Cl)cc2)C2=C1COC2=O)Nc1cccc(Br)c1 (stereo not given)	?
CCc1ccc(C2c3c(oc4ccc(F)cc4c3=O)C(=O)N2c2nc(C)c(C(=O)OC)s2)cc1 (stereo not given)	0%
Fc1ccc(CN2CCn3c(nnc3-c3cccnc3)C2)cc1	12%
CCc1noc(-c2nc(-c3ccccc3OC)no2)n1	i
COCC(=O)N[C@@H]1CN(Cc2ccc3cc[nH]c3c2)CC[C@@H]1CO	-13%
COc1cc(=O)n2c(c1C(=O)N1CCN(c3ccc(C)cc3)CC1)CCCC2	i
Cc1ccc(CNC(=O)CC2CCOCC2)cc1	58%[activator]
COc1ccccc1CNC(=O)c1ccc(N2CC3CC(C2)[C@H]2CCCC(=O)N2C3)nc1 (stereo not given in full)	-22%
CS(=O)(=O)N1CCC(OC2CCN(C(=O)NCc3ccccc3)CC2)CC1	35%[activator]
Further entries follow.
SMILES	Pf Dd2 growth
Cc1ccc(CNC(=O)Cn2c(N3CCCCC3)nc(C)c(C)c2=O)cc1	?
O=C(NC1CCCCC1)c1ccc(CSc2nc3cccnc3n2Cc2ccccc2)cc1	?
Cc1ccc(S(=O)(=O)c2cn(Cc3ccccc3)c3cc(N4CCOCC4)c(F)cc3c2=O)cc1	7.9µM*
NC(=O)[C@@H](Cc1c[nH]c2ccccc12)NC(=O)[C@@H]1[C@@H](NC(=O)NC2CCCCC2)CCN1C(=O)c1cnccn1	2%
CCCSCCCNC(=O)CN1C(=O)COc2ccc(S(=O)(=O)N3CCCCCC3)cc21	-2%
CCn1cc(CN2CCCC23CCN(c2ccc(C(F)(F)F)cn2)CC3)cc1C#N	?
CC(C)(CN1CCC(Cc2cccc(C(=O)O)c2)C1)N1CCOCC1 (stereo not given)	-4%
Cc1ccc(Cl)cc1NC(=O)Cn1cc2c(n1)CCCCC2	?
CCNc1ncc(C(=O)N[C@H](c2cccs2)C2CC(O)C2)cn1 (stereo not given in full)	-25%
Fc1ccc(-c2cccc(CN3CCOCC3)c2)c(Cl)c1	-17%
O=C1NC(=NC2CCCC2)C2(CCCN([S+](=O)([O-])c3cccc(C(F)(F)F)c3)C2)N1c1cccnc1 (stereo not given)	-29%
CCCC1=Nc2cc(C(=O)N3CCC(C(=O)OCC)CC3)ccc2Sc2ccccc21	?
CNC(=O)C1CCC(Cn2c(=O)c3sccc3n(CC(=O)Nc3cc(C)cc(C)c3)c2=O)CC1 (stereo not given)	-7%
O=C1CCC2(CCCO2)CCN1Cc1ccccc1C(F)(F)F (stereo not given)	0%
CC(C)Oc1ccc2c(NC(=O)CCn3cnnn3)nn(CC(F)(F)F)c2c1	2%
Cc1ccc(-c2nc(CNC(=O)Nc3ccccc3)c(C)o2)cc1	51%[activator]
CC(C)(C)c1ccc(-c2noc(-c3ncn4c3COC(c3ccc(F)cc3)C4)n2)cc1 (stereo not given)	?
CCOc1ccc(CCNC(=O)C(CC(C)C)N2Cc3ccccc3C2=O)cc1OCC (stereo not given)	13%
CC(=O)Nc1ccc(-c2ccc(=O)n3c2[C@@H]2C[C@@H](CN(C(=O)NC4CCCCC4)C2)C3)cc1	i
CCC(=O)Nc1ccc(CC)cc1-c1nc2ccccc2n(CC(=O)Nc2ccccc2C)c1=O	-13%
O=C1COCCN1c1cc(-c2cccc(F)c2)cn2cncc12	10%[44.1 µM]
Cc1nn(C(=O)c2ccccc2)c(C)c1S(=O)(=O)N1CCOCC1	-8%
CCC(=O)OCCCNc1nc(-c2ccc(Cl)cc2)nc2ccccc12	i
COc1c(C)cc(Br)cc1C(=O)Nc1ccc(-c2nc3ncccc3o2)cc1	?
O=C(Nc1cccc(-c2nnc3n2CCCC3)c1)C1CC1	?
More records:
SMILES	Pf Dd2 growth
COc1cc2cc(CNc3ccccc3)c(=O)n(CC(=O)Nc3cccc(Cl)c3C)c2cc1OC	?
COc1ccc(NC(=O)c2ccc3c(c2)OCCN(C2CCC2)C3)c(F)c1	i
CC(C)NC(=O)C1CCc2nnc(C3CCN(C(=O)Nc4ccc(Cl)cc4)CC3)n21 (stereo not given)	0%
CC(C)NC(=O)N[C@H]1C[C@@H](Cc2cc(CCO)on2)C1(C)C	-11%[44.1 µM]
O=C(CCCc1ccccc1)Nc1ccc(OC2CCNCC2)nc1	i
COCCCN1C(=O)CC[C@H]2CN(C(=O)Cn3cccnc3=O)CC[C@H]21	-10%
COc1ccccc1NC(=O)CSc1oc(-c2ccccc2)nc1S(=O)(=O)c1ccc(C)cc1	?
O[C@@H]1C[C@@H](c2nc(-c3cnccn3)no2)N(Cc2cccs2)C1	-1%[44.1 µM]
COCc1nc(-c2ccc(OC3CN(C(=O)C(C)Oc4ccccc4)C3)cc2)no1 (stereo not given)	-6%
COc1ccccc1N(CC(=O)Nc1cc(C)cc(C)c1)S(C)(=O)=O	?
Cn1c(=O)c2c(SCC(=O)NCc3ccco3)nc(-c3ccccc3Cl)nc2n(C)c1=O	-7%
COC(=O)c1cccc(C(=O)NC2CCCN(CCCc3ccccc3)C2)c1 (stereo not given)	8.9µM*
O=C1NC2(CCCN(Cc3ccsc3)C2)COc2ccccc21 (stereo not given)	0%[44.1 µM]
COc1ccc(-c2cc(N3CCC(NC(=O)Cc4c(F)cccc4Cl)CC3)n[nH]2)cc1	-19%
O=C(Nc1cccc(F)c1)N[C@@H]1C=C(C(=O)N[C@H]2CCCNC2=O)C[C@@H](O)[C@@H]1O	-10%[44.1 µM]
CCNc1c(NC(=O)c2ccccc2OCC)c(=O)oc2ccccc12	-6%
CCc1cccc(NC(=O)c2sc3nc[nH]c(=O)c3c2C)c1	-1%
CC(C)c1noc(-c2cn(C3CCN(C(=O)c4nccc5ccccc45)C3)nn2)n1 (stereo not given)	20%
O=C(CCn1ccn2nc3c(c2c1=O)CCCC3)N1CCN(c2ccc(F)cc2)CC1	i
O=C(c1ccc2c(c1)OCO2)N1CC2(C1)C(=O)Nc1ccccc12	56%[activator]
Cc1c(-c2cccc(NC(=O)c3ccc(F)c(F)c3)c2)nc2ncccn12	?
COc1ccc(N(C(=O)c2ccccc2C)S(=O)(=O)c2ccc(C)cc2)cc1	8%
OC1(c2csc(CN3CCc4ccccc4C3)n2)CCN(CC2CCCCC2)CC1	3.2µM*
CC(C)Oc1cccc(-c2nnc(CCC(=O)NC(C)c3ccccc3)c(=O)[nH]2)c1 (stereo not given)	-11%
CCc1nn(CC(=O)Nc2ccc(N(CC)CC)cc2C)c(=O)c2cc3sccc3n12	-7%

Looked up by structure from the entries so far (2):
SMILES	Pf Dd2 growth
COCCCN1C(=O)CC[C@H]2CN(C(=O)Cn3cccnc3=O)CC[C@H]21	-10%
COc1cc2cc(CNc3ccccc3)c(=O)n(CC(=O)Nc3cccc(Cl)c3C)c2cc1OC	?

Continued.
SMILES	Pf Dd2 growth
COc1ccc(CCNC(=O)c2cnc3sc(N4CCOCC4)nn3c2=O)cc1	-21%
O=C1NCc2ccccc2CC12CCN(Cc1ccccc1F)CC2	?
O=C(NCCSc1c(-c2ccc(Cl)cc2)[nH]c2ccccc12)c1ccc(S(=O)(=O)N2CCOCC2)cc1	8.9µM*
CCN(CC)C(=O)Cn1c(C)ccc(NS(=O)(=O)c2ccc(OC)cc2)c1=O	i
Cn1nc(-c2ccc3ccccc3c2)cc1[C@H]1CN2CC[C@H]1C[C@@H]2COC(=O)Nc1cccc(C(F)(F)F)c1	21%
Cc1cccc(NC(=O)Cn2cc(S(=O)(=O)Cc3ccccc3Cl)c3ccccc32)c1	i
CC(C)C(=O)N1c2ncnn2C2(CCCCC2)[C@@H]2CCCC[C@@H]21	-46%
Fc1ccccc1-c1noc(N2CCOCC2)n1	4%
Cc1ccc2nc(C(C)NC(=O)c3cnc(-c4ccccn4)[nH]c3=O)[nH]c2c1 (stereo not given)	?
Cc1ccc(-c2nc3n(n2)C(=O)CC(c2ccc(Cl)cc2)S3)cc1 (stereo not given)	-14%
O=C(N1CCN([S+](=O)([O-])Cc2ccccc2F)CC1)N1CC2CC(C1)[C@H]1CCCC(=O)N1C2 (stereo not given in full)	-2%
O=C(C1CC1)N1CCC(OC2CCN(Cc3cccnc3)CC2)CC1	-7%
O=C(NCc1cccs1)c1nc(-c2cccnc2)c2ccccn12	-7%
COc1ccccc1C(=O)N1CC(Oc2ccc3c(c2)OCO3)C1	15%
Cc1cccc(N2CCN(C(=O)c3cnn(-c4cccc(Cl)c4C)c3C3CCNCC3)CC2)c1C	11µM*
COc1ccc(Cl)cc1NC(=O)CCC1CCCN(S(=O)(=O)C2CC2)C1 (stereo not given)	-27%
CCC(C)c1ccc(OCC(=O)Nc2cccc(-c3nc4ncccc4o3)c2)cc1 (stereo not given)	2.5µM*
CN(C(=O)NCc1ccccc1)C1CCc2nn(CC3CC3)c(=O)n2CC1 (stereo not given)	-15%
Cc1c2cnn(CC(=O)N3CCN(c4ccc(F)cc4)CC3)c(=O)c2c(C)n1Cc1ccccc1F	-28%
O=C(Nc1ccc(F)cc1F)c1ccc2c(O)c(S(=O)(=O)c3ccc(Cl)cc3)c(=O)[nH]c2c1	-8%
CC(C)CN1C(=O)CO[C@H](c2ccc(NC(=O)c3ccc4c(c3)OCO4)cc2)[C@H]1CO	-15%[44.1 µM]
COC1CCC12CCN(C(=O)c1cccn1C)CC2 (stereo not given)	8%
COc1cccc(-c2noc(CC3CCN(C(=O)c4ccc(N(C)C)cc4)CC3)n2)c1	5µM*
CCN(CC)C(=O)C[C@@H]1c2nc(NC(=O)N3CCOCC3)sc2C[C@@H]2[C@](C)(CO)[C@H](O)CC[C@]21C	i
CCC(=O)NCCC1CCN(C(=O)Nc2cc(F)ccc2F)CC1	7%
Remaining list, next part.
SMILES	Pf Dd2 growth
COc1ccc(-n2c(=O)c3c4c(sc3n(Cc3cc(=O)n5c(C)cccc5n3)c2=O)CCC4)c(OC)c1	i
CCCNC(=O)N1CC2CN(C(C)C)CC(C1)O2	11%
CCC(=O)N1c2ccccc2CC1C(=O)NCCc1ccccc1 (stereo not given)	32%[activator]
Cc1ccccc1N1Cc2c(NCc3cccc(Cl)c3)ncnc2N(C)CC1=O	-10%
CCOc1ccccc1CNC(=O)c1noc(-c2ccc3c(c2)OCO3)n1	-2%
Cc1nn2c(c1-c1ccccc1OCc1ccccc1)N(C(=O)Cc1ccccc1)CCC2	?
CCc1ccc(NCc2cc3cc4c(cc3n(CC(=O)Nc3cccc(OC)c3)c2=O)OCO4)cc1	-9%
COc1ccc(-c2cccc(NS(=O)(=O)c3cccs3)c2)nn1	-7%
CN1[C@@H](CCC(=O)NCc2cccs2)CNC(=O)[C@@H]2[C@H]1CCN2CC1CC1	-4%[44.1 µM]
CC(C)CN(Cc1cccnc1)C1CN(C(=O)CCc2nc3ccccc3s2)C1	?
CCc1ncc(C(=O)N(C)C2CCN(Cc3ccccc3)C2)cn1 (stereo not given)	10%
O=C(O)c1ccc(CN2CCOC[C@H]2c2ncc(-c3ccc(C(F)(F)F)cc3)[nH]2)cc1	?
COc1ccccc1-c1ccc(NCC2CCCN(C(=O)C3CC3)C2)nn1 (stereo not given)	?
Clc1cccc(N2CCN(c3ncnc4c3nc3n4CCCCC3)CC2)c1	10%

A draw from above in order of formula weight, rising:
SMILES	Pf Dd2 growth
CCCNC(=O)N1CC2CN(C(C)C)CC(C1)O2	11%
COc1ccc(-c2cccc(NS(=O)(=O)c3cccs3)c2)nn1	-7%
CCOc1ccccc1CNC(=O)c1noc(-c2ccc3c(c2)OCO3)n1	-2%
CC(C)CN(Cc1cccnc1)C1CN(C(=O)CCc2nc3ccccc3s2)C1	?
COc1ccc(-n2c(=O)c3c4c(sc3n(Cc3cc(=O)n5c(C)cccc5n3)c2=O)CCC4)c(OC)c1	i

Structural class, those above with bromine (3)
SMILES	Pf Dd2 growth
O=C(CN1C(=O)NC2(CCOCC2)C1=O)Nc1cccc(Br)c1	i
O=C(CN1C(=O)NC(c2ccc(Cl)cc2)C2=C1COC2=O)Nc1cccc(Br)c1 (stereo not given)	?
COc1c(C)cc(Br)cc1C(=O)Nc1ccc(-c2nc3ncccc3o2)cc1	?
